Screening results (PubChem)
RPL19A-GFP yeast: modulators of TOR pathway RPL19A-GFP in S. cerevisiae; S. cerevisiae RPL19A-GFP strain, flow cytometry, 3 h; hits give low values; percent response vs DMSO, % at 10 µM; 0.3% of 330,000 active; AID 2025;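 active = percent response vs DMSO below 50%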;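 also: median channel GFP fluorescence of the barcoded RPL19A-GFP strain; ratio of sample median GFP to plate DMSO average so 100% = DMSO; lower means less RPL19A-GFP as with rapamycin TOR inhibition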
procasp3 activ: activates human procaspase-3. recombinant procaspase-3 D3A, Ac-DEVD-pNA absorbance 405 nm. 0.11% of 330,000 active. activation, % at 8.5 µM;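 active = activation above the mean of all tested compounds plus 3 SD, cut at about 21% in these data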;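 also: 0% = DMSO alone and 100% = DMSO wells spiked with extra 5 µM PC-3 D3A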
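Assay system – Procaspase-3 D3A mutant, all three cleavage aspartates alanine · Controls – DMSO-only low control, 5 µM PC-3 D3A high control · Schedule – 1 h compound preincubation, 2 h substrate hydrolysis at 25 °C · Signal – 405 nm absorbance of p-nitroaniline, reads at 0 and 120 min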
LAP4 TOR yeast: yeast TOR pathway LAP4-GFP modulation | S. cerevisiae LAP4-GFP multiplex, flow cytometry GFP, 3 h; median GFP as percent of DMSO wells | GFP response vs DMSO, % at 10 µM | 0.34% of 320,000 active | AID 2023;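 active = GFP response vs DMSO above a set limit, about the screen mean plus 3 SD, cut at about 150% in these data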
GASC-1 inh: blocks human GASC-1 demethylase activity | Q9H3R0 | GST-JMJD2C(1-420) H3K9me3 demethylation, DELFIA europium | inhibition, % at 2.35 µM | 0.069% of 330,000 active | AID 2099;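 active = more than half of a compound's replicate wells show inhibition beyond 50%, single wells judged on their own value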;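 also: signal counts dimethyl H3K9 product captured on neutravidin plate; 0% = median of DMSO wells and 100% = 0.3 times that DMSO median; strong numbers were not always called active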
MEP2 TOR yeast: yeast TOR pathway MEP2-GFP modulation; S. cerevisiae MEP2-GFP strain, flow cytometry GFP, 3 h; 100% = DMSO control level; GFP response vs DMSO, % at 10 µM; 0.51% of 330,000 active;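 active = GFP response versus DMSO above a set limit, roughly screen mean plus 3 SD, cut at about 180% in these data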;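 also: median GFP fluorescence of the barcode-gated MEP2-GFP cells per well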
CR mimetic SO: caloric restriction mimetics inhibiting age-related superoxide in yeast | 0.18% of 330,000 active | superoxide response (% of plate mean), % at 10 µM | S. cerevisiae aged cells, superoxide DHE fluorescence; hits give low values;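 active = superoxide response under a set limit, about three screen SD below normal, cut at about 65% in these data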;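 also: yeast aged for seven days with compound at 30 °C before DHE staining; 100% = average MFI of all compound-treated wells on the plate with controls excluded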
proCasp7 act: counter-screen: procaspase-7 (human) activation; 0.093% of 330,000 active; P55210; activation, % at 8.5 µM; recombinant procaspase-7, Ac-DEVD-pNA absorbance 405 nm; D23A/D198A/D206A triple mutant, cannot self-cleave; scale: DMSO 0, 5 µM enzyme 100;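 active = percent activation above the screen-wide mean plus 3 SD, cut at about 25% in these data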
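Replicates: singlicate. Assay system: Procaspase-7 triple mutant (PC-7 D3A). Signal: 405 nm absorbance of p-nitroaniline. Times: 1 h preincubation, 2 h reaction. Buffer or medium: Zinc-free HEPES pH 7.4 with 300 mM NaCl, 0.01% Triton X-100. Also added: DEVD-pNA substrate. Benchmarks: DMSO wells as 0%, DMSO with 5 µM added PC-7 as 100%.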
AHR activator: activates the human aryl hydrocarbon receptor. AHR-responsive luciferase reporter cells, luminescence. activation, % at 5 µM. 2.5% of 320,000 active. AID 2796; in the data active = activation above about 47%;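 also: 0% = vehicle wells and 100% = reference agonist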
Target sequence (P35869 whole entry, looked up): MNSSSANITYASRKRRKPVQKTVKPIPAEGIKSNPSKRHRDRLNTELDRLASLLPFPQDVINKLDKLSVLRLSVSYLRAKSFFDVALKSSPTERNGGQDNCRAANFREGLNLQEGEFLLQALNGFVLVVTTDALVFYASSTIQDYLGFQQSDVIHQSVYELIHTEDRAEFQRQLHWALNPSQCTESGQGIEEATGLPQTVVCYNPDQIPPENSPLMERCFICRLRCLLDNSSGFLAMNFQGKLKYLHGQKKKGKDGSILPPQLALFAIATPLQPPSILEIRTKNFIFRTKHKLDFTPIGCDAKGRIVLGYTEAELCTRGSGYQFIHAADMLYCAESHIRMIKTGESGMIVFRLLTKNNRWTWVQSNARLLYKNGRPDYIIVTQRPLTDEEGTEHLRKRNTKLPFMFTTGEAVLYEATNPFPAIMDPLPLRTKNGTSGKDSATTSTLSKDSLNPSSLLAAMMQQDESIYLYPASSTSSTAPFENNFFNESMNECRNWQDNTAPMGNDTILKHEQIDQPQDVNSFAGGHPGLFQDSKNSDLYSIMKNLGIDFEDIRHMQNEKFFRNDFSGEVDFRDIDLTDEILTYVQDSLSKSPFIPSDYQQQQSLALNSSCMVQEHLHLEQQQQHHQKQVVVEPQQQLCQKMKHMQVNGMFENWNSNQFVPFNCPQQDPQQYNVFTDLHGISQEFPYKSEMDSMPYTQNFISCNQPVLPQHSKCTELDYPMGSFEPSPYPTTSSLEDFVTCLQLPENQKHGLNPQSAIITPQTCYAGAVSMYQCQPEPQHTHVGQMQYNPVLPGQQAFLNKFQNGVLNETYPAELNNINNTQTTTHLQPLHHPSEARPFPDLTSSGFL
The depositor's hits bear a star; . = no result given.

A first look (4 entries):
SMILES | RPL19A-GFP yeast | procasp3 activ | LAP4 TOR yeast | GASC-1 inh | MEP2 TOR yeast | CR mimetic SO | proCasp7 act | AHR activator
CN1CCN(NC(=O)/C=C/c2cccc(Cl)c2)CC1 | 104 | 3 | 95 | 4 | 93 | 94 | -11 | -1
O=C(CCCOc1ccc(Cl)cc1Cl)NN1CCOCC1 | 100 | -4 | 87 | -15 | 96 | 83 | 6 | -1
O=C(Nc1nccs1)c1ccc2c(c1)C(=O)N(Cc1cccnc1)C2=O | 102 | 0 | 98 | 5 | 101 | 86 | 1 | 17
COc1ccc(-n2nnnc2SCC(=O)Nc2cccc(O)c2)cc1 | 86 | 6 | 83 | 4 | 85 | 101 | 12 | 1

Main list, from the first entry:
SMILES | RPL19A-GFP yeast | procasp3 activ | LAP4 TOR yeast | GASC-1 inh | MEP2 TOR yeast | CR mimetic SO | proCasp7 act | AHR activator
CN1CCN(NC(=O)/C=C/c2cccc(Cl)c2)CC1 | 104 | 3 | 95 | 4 | 93 | 94 | -11 | -1
O=C(CCCOc1ccc(Cl)cc1Cl)NN1CCOCC1 | 100 | -4 | 87 | -15 | 96 | 83 | 6 | -1
O=C(Nc1nccs1)c1ccc2c(c1)C(=O)N(Cc1cccnc1)C2=O | 102 | 0 | 98 | 5 | 101 | 86 | 1 | 17
COc1ccc(-n2nnnc2SCC(=O)Nc2cccc(O)c2)cc1 | 86 | 6 | 83 | 4 | 85 | 101 | 12 | 1
CCOC(=O)N1CCC(N(CCCOC)C(=O)Nc2ccc(CC)cc2)CC1 | 97 | 0 | 91 | 4 | 98 | 83 | 1 | 0
CC(C)NC(=O)c1onc(CSc2ccc(F)c(F)c2)c1C(=O)NC(C)C | 96 | 4 | 131 | 11 | 93 | 101 | 5 | -1
NS(=O)(=O)c1cc(C(=O)OC2CCOC2=O)ccc1Cl (stereo not given) | 109 | -7 | 82 | 4 | 116 | 96 | 2 | 3
CCc1ccc(NC(=O)Cn2nnc(C(=O)NCc3ccc4c(c3)OCO4)c2N)cc1 | 97 | -4 | 94 | -2 | 95 | 116 | -2 | 0
COc1cccc(/C=N/NC(=O)C[n+]2ccccc2)c1OC | 99 | 8 | 92 | 1 | 96 | 101 | 11 | 1
CCN(CC(=O)Nc1c(F)cccc1F)C(=O)/C=C/c1ccc(Br)s1 | 100 | 1 | 100 | -2 | 91 | 101 | 6 | -1
CCOC(=O)C1=C(N)OC2=C(C(=O)CC(C)(C)C2)C1c1ccco1 (stereo not given) | 100 | 2 | 107 | 0 | 108 | 98 | -8 | 2
Cc1ccc(-c2nnc(N(C)C(=O)C3CCCO3)s2)cn1 (stereo not given) | 93 | -1 | 93 | 12 | 91 | 99 | 3 | 0
O=C(Cc1coc2ccc3ccccc3c12)Nc1nccs1 | 100 | 0 | 89 | 2 | 98 | 103 | 7 | 79*
O=C1CC(c2ccccc2Cl)CC(O)=C1C=Nc1ccccc1 (stereo not given) | 101 | 6 | 95 | 0 | 95 | 107 | 6 | -2
O=C(Nc1ccc(F)cc1)c1ccccc1Oc1ccc(C(F)(F)F)cc1[N+](=O)[O-] | 103 | 13 | 95 | -2 | 100 | 99 | 13 | 7
CCCCCCCN=CC1=C(O)CC(c2ccccc2)CC1=O (stereo not given) | 103 | 5 | 100 | 13 | 111 | 70 | 9 | 5
O=C(Nc1ccc(N2CCN(C(=O)c3cccs3)CC2)cc1)c1cccnc1 | 97 | -5 | 103 | -7 | 101 | 100 | 11 | -4
O=[N+]([O-])c1cc(-c2ccc(/C=N/n3cnnc3)o2)ccc1Cl | 99 | 7 | 95 | 28 | 104 | 94 | 15 | 4
Nc1ccc(Br)cc1-c1nc2ccccc2[nH]c1=O | 95 | 9 | 120 | 1 | 90 | 128 | -2 | 46
Cc1nc(-c2ccccc2)sc1C1(C)CC(c2ccc(C#N)cc2)=NO1 (stereo not given) | 104 | 0 | 98 | 16 | 110 | 95 | 1 | -1
CN(Cc1ccccc1)C(=O)c1cccc(NC(=O)Cc2ccc([N+](=O)[O-])cc2)c1 | 97 | -1 | 80 | 7 | 92 | 100 | 9 | -1
Cc1nc2nc(C)c(NS(=O)(=O)c3ccc(Cl)cc3)c(=O)n2[nH]1 | 97 | 4 | 94 | -15 | 101 | 96 | 1 | 0
CN(CCOC(=O)/C=C/c1ccco1)Cc1ccccc1 | 94 | -1 | 93 | -2 | 94 | 89 | -4 | 0
c1ccc(C2CCC(N3CCN(c4ccccc4)CC3)CC2)cc1 (stereo not given) | 104 | -2 | 91 | -27 | 109 | 90 | -13 | -1
Cc1nnc(NC(=O)CSc2ccc(-c3ccccn3)nn2)s1 | 101 | -6 | 116 | 5 | 101 | 107 | 8 | 6
More records:
SMILES | RPL19A-GFP yeast | procasp3 activ | LAP4 TOR yeast | GASC-1 inh | MEP2 TOR yeast | CR mimetic SO | proCasp7 act | AHR activator
CCOc1cc(C(=O)OC(C)C(=O)Nc2ncc(Cl)cc2Cl)ccc1OCC(=O)N1CCOCC1 (stereo not given) | 104 | 9 | 97 | -9 | 104 | 123 | 11 | 12
CC(Oc1cccc2cccnc12)C(=O)N/N=C/c1ccc2c(c1)OCO2 (stereo not given) | 97 | 3 | 101 | 2 | 102 | 106 | 0 | 15
CCc1ccccc1NS(=O)(=O)c1ccc(SC)cc1 | 99 | -2 | 104 | -6 | 102 | 103 | 8 | 2
CCCC(=O)NC(Nc1ccc(S(=O)(=O)Nc2ncccn2)cc1)(C(=O)OCC)C(F)(F)F (stereo not given) | 95 | -2 | 93 | 3 | 103 | 112 | 1 | -2
O=C(C1CC12CCCC2)N1CCC(CO)(Cc2ccccc2Cl)CC1 (stereo not given) | 109 | 4 | 86 | 10 | 109 | 104 | 14 | 1
Cc1nc2ccc(-c3nc4ccccc4[nH]3)cc2[nH]1 | 120 | -10 | 101 | 0 | 111 | 96 | 17 | -10
O=C(CCCNS(=O)(=O)c1ccc(Br)cc1)N1CC[C@@]2(O)CCCC[C@H]2C1 | 101 | 11 | 99 | 5 | 100 | 94 | -5 | 1
CCn1cc(C(=O)N2CCc3ccccc32)c(=O)c2cc(S(=O)(=O)N3CCCCCC3)ccc21 | 118 | -1 | 79 | 2 | 94 | 106 | 2 | 6
Nc1cccc(Oc2cnccn2)c1 | 106 | 6 | 97 | 7 | 107 | 96 | 4 | 1
CSCCC(NC(=O)c1ccc([N+](=O)[O-])cc1Cl)C(=O)OCC(=O)C12CC3CC(CC(C3)C1)C2 (stereo not given) | 98 | 0 | 100 | -13 | 96 | 109 | 4 | -2
C[C@H](CO)N1C[C@H](C)[C@@H](CN(C)S(=O)(=O)c2ccccc2)Oc2c(NC(=O)Nc3ccc4c(c3)OCO4)cccc2C1=O | 94 | 3 | 89 | 22 | 91 | 100 | -10 | 2
N#Cc1nc(-c2ccc(OCc3ccccc3)cc2)oc1N1CCC(C(N)=O)CC1 | 90 | 5 | 105 | 3 | 100 | 94 | -11 | 1
CC1(C)CC(C(=O)NCCC(c2ccccc2)c2ccco2)CCO1 (stereo not given) | 104 | -1 | 107 | 3 | 137 | 95 | 3 | -2
CCOC(=O)N1CCC(NC(=O)C2CCN(S(=O)(=O)c3cccc4cccnc34)CC2)CC1 | 102 | 9 | 99 | -6 | 103 | 96 | 6 | 0
CN(C)S(=O)(=O)N1CCN(c2ccccc2Cl)CC1 | 99 | 3 | 106 | -1 | 109 | 101 | 2 | -6
COc1ccc2nc(NC(=O)C3CCN(S(=O)(=O)c4cccs4)CC3)sc2c1 | 88 | -2 | 114 | 5 | 106 | 84 | 1 | 2
CCCCc1cc(=O)oc2cc(C)cc(OC(C)C(=O)NCc3ccncc3)c12 (stereo not given) | 101 | 1 | 92 | -27 | 105 | 104 | 2 | 5
COc1ccc(C)cc1NC(=O)CCNS(=O)(=O)c1ccc2c(c1)CCC(=O)N2 | 100 | 5 | 100 | 4 | 113 | 89 | 2 | 1
CC(C)(C)CN1CCNC(=O)C1CC(=O)NCc1cccc(-n2cccn2)c1 (stereo not given) | 108 | -1 | 99 | -1 | 108 | 101 | -7 | 9
CN(C)CCC(=O)C(Cc1ccccc1)c1ccccc1 (stereo not given) | 99 | -24 | 107 | -15 | 100 | 89 | -18 | -3
COc1ccccc1-n1cnc2sc(-c3ccccc3)cc2c1=O | 96 | 2 | 107 | 4 | 100 | 105 | -1 | -6
CCCn1c2ccccc2c2cnn(CC(=O)N3CCOCC3)c(=O)c21 | 99 | -5 | 102 | -1 | 106 | 84 | 10 | 1
N#CC1=C(S)N(c2ccccc2)C(c2ccc(-c3cc(Cl)ccc3Cl)o2)NC1=O (stereo not given) | 107 | -15 | 76 | 3 | 105 | 102 | -25 | 2
COc1ccc(Cn2c(O)c(C=Nc3ccc(O)cc3)c3ccccc3c2=O)cc1 | 103 | 8 | 99 | 0 | 108 | 92 | -12 | -3
COC(=O)c1c(NC(=O)COC(=O)CCNS(=O)(=O)c2ccc(NC(C)=O)cc2)sc(C)c1C | 103 | -8 | 113 | 6 | 104 | 98 | -8 | 5
Further compounds follow:
SMILES | RPL19A-GFP yeast | procasp3 activ | LAP4 TOR yeast | GASC-1 inh | MEP2 TOR yeast | CR mimetic SO | proCasp7 act | AHR activator
COCCCn1c(=O)c2sccc2n(Cc2ccc(C)cc2)c1=O | 103 | -2 | 101 | -12 | 105 | 100 | 0 | 0
Cc1ccc(S(=O)(=O)N(C)CC(=O)N2CCCCCC2)cc1 | 105 | 10 | 91 | -37 | 106 | 77 | -9 | -2
COc1ccc(CN(C)C(=O)c2cccc(NS(=O)(=O)c3ccccc3)c2)cc1F | 92 | -6 | 96 | -5 | 94 | 101 | 6 | 1
COCCSc1nnc(NC(=O)c2ccc(NC(=O)C(C)C)cc2)s1 | 98 | 4 | 105 | 4 | 112 | 100 | 2 | 9
O=C(CN1C(=O)NC2(CCCC2)C1=O)Nc1nc2ccccc2[nH]1 | 100 | 3 | 104 | 4 | 104 | 98 | 7 | 5
O=C(N/N=C\c1ccncc1)c1ccccc1O | 105 | 4 | 93 | -2 | 102 | 117 | -12 | 5
CCc1ccc2nc(NC(=O)CN3C(=O)NC4(CCCC4)C3=O)sc2c1 | 96 | 1 | 97 | 4 | 96 | 117 | 5 | 15
CC(C)COc1ccc(C(=O)N/C(=C\c2cccc([N+](=O)[O-])c2)C(=O)OC(C)C)cc1 | 102 | 9 | 104 | -12 | 103 | 95 | 9 | 4
COc1ccc(C(=O)N/C(=C\c2ccc3c(c2)OCO3)C(=O)N2CCOCC2)cc1 | 100 | 10 | 92 | 8 | 99 | 86 | 2 | -1
COC(=O)C(C)N(C#N)c1nc(NC(C)C)nc(SC)n1 (stereo not given) | . | -5 | 97 | 2 | 109 | 98 | -10 | 1
COc1ccc(NC(=O)c2nnn(CC(=O)Nc3ccccc3OC)c2N)c(OC)c1 | 102 | 1 | 104 | -9 | 107 | 99 | 12 | 2
O=C(COC(=O)c1ccc([N+](=O)[O-])o1)NCc1ccc2c(c1)OCO2 | 102 | 7 | 106 | -2 | 103 | 135 | -14 | 1
CCn1c(CNC(=O)Cc2ccc(OC)cc2)nnc1SCCOc1ccccc1 | 102 | 6 | 107 | 7 | 101 | 96 | 1 | -1
